Pf Dd2 inh: inhibitors of Plasmodium falciparum Dd2 growth; P. falciparum Dd2 growth, SYBR Green, 72 h; hits give low values; activity change, % at 10 µM; actives 2.3% (n = 94,000); AID 1159554; in the data active = activity change below about -80%
T cruzi growth: T. cruzi proliferation inhibition. T. cruzi beta-gal in NIH3T3, GalScreen luminescence, 90 h. actives 5.9% (n = 77,000). inhibition, % at 8.34 µM;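 active = mean inhibition above about 93%, with at least 55% of replicates each passing it, limit read from the data, passing the limit was not always enough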
KDM4C inh: KDM4C (human) demethylase inhibition; Q9H3R0; GST-KDM4C 2-372, H3K9me3 peptide, LANCE TR-FRET; inhibition, % at 12.5 µM; actives 0.15% (n = 96,000); AID 720574;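 active = mean replicate inhibition above about 25%, with at least 55% of replicates also reaching it, limit read from the data, passing the limit was not always enough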
Target sequence (Q9H3R0 2-372 limits assumed): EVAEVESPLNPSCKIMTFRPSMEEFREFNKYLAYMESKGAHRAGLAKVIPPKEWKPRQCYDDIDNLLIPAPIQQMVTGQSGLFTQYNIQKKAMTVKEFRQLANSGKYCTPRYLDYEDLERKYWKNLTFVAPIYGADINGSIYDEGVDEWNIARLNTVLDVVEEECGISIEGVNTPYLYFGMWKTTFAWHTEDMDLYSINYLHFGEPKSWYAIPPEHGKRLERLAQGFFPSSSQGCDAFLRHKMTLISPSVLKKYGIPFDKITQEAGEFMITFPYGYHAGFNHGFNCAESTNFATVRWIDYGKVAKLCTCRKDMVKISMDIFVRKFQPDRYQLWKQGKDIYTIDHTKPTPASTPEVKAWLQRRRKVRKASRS
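Test system: N-terminal GST-fused human GASC-1 (KDM4C) fragment, residues 2-372; quantity: GASC-1 enzyme at 10 nM final in reaction; dosing: single dose; schedule: 30 min demethylation and 1 h detection at room temperature; signal: LANCE TR-FRET, excitation 340 nm, emissions 618 and 671 nm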
C diff HTS: C. difficile growth inhibition; actives 0.25% (n = 86,000); Clostridium difficile clinical isolate growth, OD600, 24 h; hits give low values; AID 1259249; growth activity, negative = inhibition, % at 16 µg/mL (by protocol);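 active = mean growth activity at or below -80% and every replicate also at or below -80%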;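 note: 0% = DMSO wells and -100% = levofloxacin 16 µg/mL wells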
* = called active by the depositor; . = no result given; & = joins results of further samples.

SMILES	Pf Dd2 inh	T cruzi growth	KDM4C inh	C diff HTS
O=C(C[C@@H]1C=C[C@@H](NC(=O)Nc2cc(F)ccc2F)[C@@H](CO)O1)NCc1ccncn1	23	19	-0.5	0
O=C(CC1CC1)N1CC(=O)N2[C@H](C1)[C@H](c1ccc(/C=C/c3ccccc3)cc1)[C@@H]2CO	7	.	1.3	-2
Cc1ccc(S(=O)(=O)N[C@@H]2C=C[C@@H](CC(=O)N3CCN(c4ccccc4)CC3)O[C@H]2CO)cc1	-14	7	0.0	3
COC(=O)[C@@H]1[C@@H](CO)[C@@H]2Cn3c(ccc(-c4ccc(F)cc4)c3=O)[C@@H]2N1C	3	72	2.9	-1
CNC[C@@H]1OCCCC[C@H](C)Oc2ccc(NC(=O)Nc3ccccc3)cc2C(=O)N([C@@H](C)CO)C[C@@H]1C	4	-33	0.4	3
CC(C)NC(=O)N[C@H]1CC[C@@H](CCNS(=O)(=O)Cc2ccccc2)O[C@@H]1CO	30	-51	0.8	.
C[C@@H]1CCCCO[C@@H](CN(C)C(=O)c2ccccc2)[C@H](C)CN([C@@H](C)CO)C(=O)c2cc(NC(=O)Nc3ccc(F)cc3)ccc2O1	23	58	-0.1	1
Cc1noc(C)c1NC(=O)Nc1ccc2c(c1)C(=O)N(C)[C@@H]1CC[C@H](CC(=O)NCc3ccc(Cl)cc3)O[C@@H]1CO2	.	11	-3.8	7
Cc1cccc(S(=O)(=O)N2C[C@@H](O)COC[C@@H]3O[C@H](CC(=O)NCc4ccc5c(c4)OCO5)CC[C@H]32)c1	-8	33	-0.1	.
C[C@@H]1CN([C@@H](C)CO)C(=O)c2cccc(NC(=O)Nc3ccc(F)cc3)c2O[C@@H]1CN(C)C(=O)Nc1cccc2ccccc12	-64	63	-2.7	-21
C[C@H](CO)N1C[C@H](C)[C@H](CN(C)C(=O)c2ccc3c(c2)OCO3)Oc2cc(-c3cncnc3)ccc2S1(=O)=O	3	33	-0.9	1
CC(C)NC(=O)N(C)C[C@H]1Oc2ccc(NC(=O)Nc3ccc(F)cc3)cc2CC(=O)N([C@H](C)CO)C[C@@H]1C	-39	2	7.0	-7
C[C@@H]1CN([C@H](C)CO)C(=O)Cc2cc(NC(=O)CCN3CCOCC3)ccc2O[C@@H]1CN(C)CC1CC1	8	42	-1.0	-1
C[C@@H]1CN([C@@H](C)CO)C(=O)c2cc(NC(=O)Cc3ccccc3)ccc2O[C@H]1CN(C)Cc1ccc(-c2ccccc2)cc1	4	-11	14	-4
COc1ccccc1-c1ccccc1[C@@H]1[C@H](C#N)N(C(=O)CN(C)C)[C@H]1CO	8	.	0.8	2
COc1ccc(NC(=O)N(C)C[C@@H]2Oc3c(NS(=O)(=O)c4ccc(Cl)cc4)cccc3C(=O)N([C@@H](C)CO)C[C@@H]2C)cc1	-23	7	-0.4	0
Cc1noc(C)c1NC(=O)Nc1ccc2c(c1)C(=O)N([C@H](C)CO)C[C@H](C)[C@H](CN(C)S(=O)(=O)c1ccccc1)OCCCC[C@@H](C)O2	-23	-4	-0.1	-3
Cc1noc(C)c1S(=O)(=O)Nc1ccc2c(c1)C(=O)N([C@H](C)CO)C[C@H](C)[C@H](CN(C)Cc1ccncc1)O2	1	72	0.6	1
CCCNC(=O)N[C@@H]1CC[C@@H](CCn2cc(C3CC3)nn2)O[C@H]1CO	-14	.	-0.4	0
C[C@H](O)C#Cc1cnc2c(c1)C(=O)N([C@H](C)CO)C[C@@H](C)[C@H](CN(C)CC1CCOCC1)O2	-9	.	0.2	1
CN(C)CC#Cc1ccc([C@@H]2[C@H]3CN(CC4CCOCC4)CCCCN3[C@H]2CO)cc1	0	-7	1.5	-3
CO[C@H]1CN(C)C(=O)c2ccc(NS(C)(=O)=O)cc2OC[C@H](C)N(C(=O)c2ccc3c(c2)OCO3)C[C@@H]1C	-8	26	1.0	-4
Cc1noc(C)c1S(=O)(=O)Nc1ccc2c(c1)C(=O)N([C@@H](C)CO)C[C@H](C)[C@@H](CN(C)S(=O)(=O)c1cccs1)OCCCC[C@@H](C)O2	-66	56	-0.5	.
COc1ccccc1-c1ccccc1[C@@H]1[C@@H](C#N)N(C(=O)C2CCC2)[C@H]1CO	13	.	-2.5	-2
O=C(C[C@H]1C=C[C@H](NC(=O)c2ccccc2)[C@@H](CO)O1)NCc1ccncn1	20	-19	0.2	.
SMILES	Pf Dd2 inh	T cruzi growth	KDM4C inh	C diff HTS
C[C@H]1CN([C@@H](C)CO)C(=O)c2cccc(NC(=O)c3cnccn3)c2O[C@H]1CN(C)CC1CC1	53	2	0.9	2
C/C=C/c1ccc([C@@H]2[C@H](CO)N(C(=O)CC)C23CN(C(=O)c2ccccc2)C3)cc1	-15	.	-2.9	5
CN(C)CC(=O)Nc1ccc2c(c1)[C@@H]1C[C@@H](CC(=O)N3CCN(C)CC3)O[C@@H](CO)[C@@H]1O2	16	-34	-0.1	-4
C[C@@H]1CN([C@@H](C)CO)S(=O)(=O)c2ccc(-c3ccc(F)cc3)cc2O[C@H]1CN(C)C(=O)C1CCOCC1	6	26	2.9	-8
C[C@@H]1CN([C@H](C)CO)C(=O)c2cc(NC(=O)CCC(F)(F)F)ccc2O[C@H]1CN(C)S(=O)(=O)c1ccccc1	1	-6	-0.2	0
C[C@@H]1CN([C@@H](C)CO)C(=O)c2cccc(NC(=O)Nc3ccc(C(F)(F)F)cc3)c2O[C@H]1CN(C)S(=O)(=O)c1ccc(F)cc1	-38	93	-1.6	-9
C[C@@H]1CN([C@H](C)CO)C(=O)c2cccc(NS(=O)(=O)c3ccc(F)cc3)c2O[C@H]1CN(C)C(=O)Nc1cccc2ccccc12	32	9	0.6	-5
COc1ccc(S(=O)(=O)Nc2cccc3c2O[C@@H](CN(C)C(=O)NC2CCCCC2)[C@@H](C)CN([C@H](C)CO)C3=O)cc1	-1	-68	-0.2	3
C[C@H]1CN([C@@H](C)CO)C(=O)c2cc(C#Cc3ccccc3F)cnc2O[C@@H]1CN(C)C(=O)c1ccc2c(c1)OCO2	-82*	125*	0.9	0
CC=Cc1ccc2n(c1=O)C[C@@H]1[C@@H](CO)[C@H](C(=O)NC3CCCC3)N(Cc3ccccc3)[C@H]21 (mixture of isomers)	-15	35	4.4	1
COc1ccc(-c2cnc3c(c2)C(=O)N([C@@H](C)CO)C[C@H](C)[C@@H](CN(C)C(=O)Cc2ccccc2)O3)cc1	-24	72	-2.5	-6
O=C(Nc1ccc(F)cc1)N1CC(=O)N2[C@@H](CO)[C@@H](c3ccc(-c4ccccc4)cc3)[C@@H]2C1	7	.	-1.2	1
C[C@@H]1CCCCO[C@H](CN(C)C(=O)Nc2ccccc2)[C@H](C)CN([C@H](C)CO)C(=O)c2cc(NC(=O)Nc3ccc(F)cc3)ccc2O1	-85*	102*	-2.0	.
C[C@@H]1CN([C@H](C)CO)C(=O)c2cc(NC(=O)Nc3ccc(C(F)(F)F)cc3)ccc2O[C@@H]1CN(C)C(=O)Nc1ccc(F)cc1	-33	17	-4.3	9
CCCC#Cc1ccc2c(c1)O[C@H](CN(C)C)[C@@H](C)CN([C@H](C)CO)S2(=O)=O	-7	86	-2.9	3
C[C@H](CO)N1C[C@H](C)[C@@H](CN(C)C(=O)Cc2ccccc2)OCCCC[C@H](C)Oc2ccc(NS(=O)(=O)c3ccccc3)cc2C1=O	-62	.	0.7	.
C[C@@H]1CN([C@@H](C)CO)C(=O)Cc2cc(NC(=O)Nc3ccc(C(F)(F)F)cc3)ccc2O[C@H]1CN(C)C(=O)NC1CCCCC1	-59	7	-0.2	3
CN(C)CC(=O)Nc1ccc2c(c1)[C@H]1C[C@@H](CC(=O)NCc3ccc(Cl)cc3)O[C@H](CO)[C@H]1O2	-3	-78	1.5	0
COc1ccccc1C(=O)N1C[C@@H]2[C@H](c3ccccc31)[C@@H](CO)N2C(=O)Nc1ccccc1	13	23	0.7	2
CC(C)NC(=O)N(C)C[C@H]1Oc2c(NC(=O)c3nc4ccccc4s3)cccc2C(=O)N([C@@H](C)CO)C[C@H]1C	-72	75	12	-3
COc1cccc(-c2cn(CC[C@@H]3CC[C@H](NC(=O)CC4CC4)[C@H](CO)O3)nn2)c1	-6	27	.	0
CO[C@@H]1CN(C)C(=O)c2ccc(NS(=O)(=O)c3cccc(C)c3)cc2OC[C@@H](C)N(C(=O)Cc2cccnc2)C[C@H]1C	.	1	-0.5	-1
CC=Cc1ccc2n(c1=O)C[C@@H]1[C@@H](CO)[C@H](C(=O)NC3CCC3)N(CCC)[C@H]21 (mixture of isomers)	-2	.	4.6	-5
C[C@@H]1CN([C@@H](C)CO)S(=O)(=O)c2ccc(C#C[C@@H](C)O)cc2O[C@H]1CN(C)C(=O)C1CCC1	9	8	-0.6	1
COc1ccc(S(=O)(=O)Nc2ccc3c(c2)C(=O)N([C@H](C)CO)C[C@H](C)[C@H](CN(C)C(=O)Nc2ccccc2)OCCCC[C@@H](C)O3)cc1	-7	17	0.4	1

Copied from the entries so far (nine entries):
SMILES	Pf Dd2 inh	T cruzi growth	KDM4C inh	C diff HTS
C[C@@H]1CN([C@@H](C)CO)C(=O)Cc2cc(NC(=O)Nc3ccc(C(F)(F)F)cc3)ccc2O[C@H]1CN(C)C(=O)NC1CCCCC1	-59	7	-0.2	3
CN(C)CC(=O)Nc1ccc2c(c1)[C@H]1C[C@@H](CC(=O)NCc3ccc(Cl)cc3)O[C@H](CO)[C@H]1O2	-3	-78	1.5	0
COc1ccccc1C(=O)N1C[C@@H]2[C@H](c3ccccc31)[C@@H](CO)N2C(=O)Nc1ccccc1	13	23	0.7	2
CC(C)NC(=O)N(C)C[C@H]1Oc2c(NC(=O)c3nc4ccccc4s3)cccc2C(=O)N([C@@H](C)CO)C[C@H]1C	-72	75	12	-3
COc1cccc(-c2cn(CC[C@@H]3CC[C@H](NC(=O)CC4CC4)[C@H](CO)O3)nn2)c1	-6	27	.	0
CO[C@@H]1CN(C)C(=O)c2ccc(NS(=O)(=O)c3cccc(C)c3)cc2OC[C@@H](C)N(C(=O)Cc2cccnc2)C[C@H]1C	.	1	-0.5	-1
CC=Cc1ccc2n(c1=O)C[C@@H]1[C@@H](CO)[C@H](C(=O)NC3CCC3)N(CCC)[C@H]21 (mixture of isomers)	-2	.	4.6	-5
C[C@@H]1CN([C@@H](C)CO)S(=O)(=O)c2ccc(C#C[C@@H](C)O)cc2O[C@H]1CN(C)C(=O)C1CCC1	9	8	-0.6	1
COc1ccc(S(=O)(=O)Nc2ccc3c(c2)C(=O)N([C@H](C)CO)C[C@H](C)[C@H](CN(C)C(=O)Nc2ccccc2)OCCCC[C@@H](C)O3)cc1	-7	17	0.4	1

(further entries)
SMILES	Pf Dd2 inh	T cruzi growth	KDM4C inh	C diff HTS
O=C(Cc1ccccc1)N1C[C@H]2[C@@H](c3ccccc31)[C@@H](CO)N2C(=O)c1cccc(F)c1	-3	52	-0.6	1
O=C(C[C@@H]1C=C[C@@H](NC(=O)C2CCOCC2)[C@H](CO)O1)NCc1ccncc1	34	-31	4.1	.
CO[C@H]1CN(C)C(=O)c2cc(NC(=O)C3CCOCC3)ccc2OC[C@H](C)N(C)C[C@@H]1C	.	-33	0.8	-3
COc1ccc2c3c([nH]c2c1)[C@H](CO)N(S(=O)(=O)c1cn(C)cn1)CC31CCN(Cc2ccccc2)CC1	-77	.	-0.1	-7
CNC[C@H]1OCCCC[C@@H](C)Oc2ccc(NC(=O)Nc3ccc(C(F)(F)F)cc3)cc2C(=O)N([C@H](C)CO)C[C@@H]1C	.	19	-1.0	6
C[C@@H]1CN([C@@H](C)CO)C(=O)c2cc(NC(=O)c3ccncc3)ccc2O[C@@H](C)CCCCO[C@H]1CN(C)C(=O)Nc1ccccc1	-36	20	-6.0	-6
CCN1[C@@H]2c3ccc(-c4cccnc4)c(=O)n3C[C@H]1[C@H](CO)[C@H]2C(=O)NC1CCCC1	8	.	-1.2	-1
CO[C@@H]1CN(C)C(=O)c2cc(NC(C)=O)ccc2OC[C@H](C)N(Cc2ccccn2)C[C@@H]1C	11	-4	0.2	1
O=S(=O)(c1cccc(F)c1)N1[C@@H]2CNC[C@H]1C2c1ccc(-c2ccncc2)cc1 (stereo partly drawn)	0&9	.	2.4	-5&-3
C[C@@H]1CN([C@H](C)CO)C(=O)Cc2cc(NC(=O)CCN3CCOCC3)ccc2O[C@@H]1CN(C)Cc1ccc(-c2ccccc2)cc1	-2	-6	1.7	8
O=C(O)C[C@@H]1C[C@H]2c3cc(NC(=O)C4CCOCC4)ccc3O[C@H]2[C@H](CO)O1	-6	18	-5.7	1
CC(C)NC(=O)Nc1cccc2c1O[C@@H](CN(C)Cc1ccc(C(F)(F)F)cc1)[C@@H](C)CN([C@H](C)CO)C2=O	4	.	1.2	2&1
CCN(C[C@H]1[C@@H](c2ccc(-c3ccccc3)cc2)[C@@H](CO)N1C(C)=O)C(C)=O	30	.	0.8	-2
C[C@H](CO)N1C[C@H](C)[C@H](CN(C)Cc2ccc(-c3ccccc3)cc2)Oc2c(NC(=O)Nc3ccc(C(F)(F)F)cc3)cccc2C1=O	28	116	-2.6	32
Cc1cccc(S(=O)(=O)N2CC[C@H]3[C@@H](CO)N(C)c4ccc(-c5ccc(C#N)cc5)cc4[C@H]32)c1	9	11	-3.8	-8
CN1CCN(C(=O)C[C@@H]2CC[C@@H](NC(=O)Nc3ccccc3F)[C@@H](CO)O2)CC1	-6	35	1.3	-1
CC=Cc1ccc2n(c1=O)C[C@H]1[C@H](CO)[C@@H](C(=O)NCC)[C@@H]2N1Cc1cccc(Cl)c1 (mixture of isomers)	.	73	-0.3	2
